AGP1 TOR yeast – alters AGP1-GFP fluorescence in TOR pathway yeast screen; S. cerevisiae AGP1-GFP multiplex flow cytometry, 3 h; GFP as percent of DMSO wells; GFP response vs DMSO, % at 10 µM; 0.02% of 320,000 active; AID 2066;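 active = GFP response relative to DMSO above a set limit, near screen average plus 3 SD, cut at about 150% in these data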;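 also: median GFP channel fluorescence of the gated AGP1 strain per well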
MEP2 TOR yeast – alters MEP2-GFP fluorescence in TOR pathway yeast screen; S. cerevisiae MEP2-GFP strain, flow cytometry GFP, 3 h; 100% = DMSO control level; GFP response vs DMSO, % at 10 µM; 0.51% of 330,000 active; AID 2016;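 active = GFP response versus DMSO above a set limit, roughly screen mean plus 3 SD, cut at about 180% in these data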;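 also: median GFP fluorescence of the barcode-gated MEP2-GFP cells per well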
procasp3 activ – activates human procaspase-3; activation, % at 8.5 µM; 0.11% of 330,000 active; recombinant procaspase-3 D3A, Ac-DEVD-pNA absorbance 405 nm;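 active = activation above the mean of all tested compounds plus 3 SD, cut at about 21% in these data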;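 also: 0% = DMSO alone and 100% = DMSO wells spiked with extra 5 µM PC-3 D3A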
Target sequence (P42574 whole entry D9A/D28A/D175A): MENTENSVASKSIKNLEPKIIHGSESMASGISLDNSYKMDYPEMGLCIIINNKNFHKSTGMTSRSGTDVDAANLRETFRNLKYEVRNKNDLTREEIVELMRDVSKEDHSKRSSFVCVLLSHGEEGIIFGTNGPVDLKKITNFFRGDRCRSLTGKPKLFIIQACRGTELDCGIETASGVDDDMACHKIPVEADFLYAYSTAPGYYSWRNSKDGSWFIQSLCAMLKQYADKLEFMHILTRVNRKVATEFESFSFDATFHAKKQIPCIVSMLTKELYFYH
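System: Procaspase-3 D3A mutant. Medium: Zinc-free 300 mM NaCl, 50 mM HEPES, 0.01% Triton X-100. Schedule: 1 h preincubation plus 2 h reaction at 25 °C. Measured by: 405 nm absorbance of p-nitroaniline, reads at 0 and 120 min. Read-out: percent activation relative to control range.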
RPL19A-GFP yeast – modulators of TOR pathway RPL19A-GFP in S. cerevisiae | 0.3% of 330,000 active | percent response vs DMSO, % at 10 µM | S. cerevisiae RPL19A-GFP strain, flow cytometry, 3 h; active compounds read low;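 active = percent response vs DMSO below 50%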;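 also: median channel GFP fluorescence of the barcoded RPL19A-GFP strain; ratio of sample median GFP to plate DMSO average so 100% = DMSO; lower means less RPL19A-GFP as with rapamycin TOR inhibition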
CIT2-GFP yeast – modulators of TOR pathway CIT2-GFP in S. cerevisiae | S. cerevisiae CIT2-GFP strain, flow cytometry, 3 h; 100 means same as DMSO wells | GFP response vs DMSO, % at 10 µM | 0.065% of 320,000 active;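 active = GFP response relative to DMSO above a set limit, near the screen mean plus 3 SD, cut at about 150% in these data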;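 also: ratio of well median GFP fluorescence to mean of DMSO wells on the plate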
AHR activator – activates the human aryl hydrocarbon receptor | AHR-responsive luciferase reporter cells, luminescence | activation, % at 5 µM | 2.5% of 320,000 active | AID 2796; in the data active = activation above about 47%;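 also: 0% = vehicle wells and 100% = reference agonist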
LAP4-GFP MLPCN – yeast TOR pathway LAP4-GFP modulation | S. cerevisiae LAP4-GFP multiplex, flow cytometry GFP, 3 h; median GFP as percent of DMSO wells | GFP response vs DMSO, % at 10 µM | 0.34% of 320,000 active | AID 2023;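 active = GFP response vs DMSO above a set limit, about the screen mean plus 3 SD, cut at about 150% in these data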
procasp7 counter – counter-screen for procaspase-3 activators: activators of human procaspase-7; P55210; recombinant procaspase-7, Ac-DEVD-pNA absorbance 405 nm; D23A/D198A/D206A triple mutant, cannot self-cleave; scale: DMSO 0, 5 µM enzyme 100; activation, % at 8.5 µM; 0.093% of 330,000 active; AID 463210;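 active = percent activation above the screen-wide mean plus 3 SD, cut at about 25% in these data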
Target sequence (P55210 whole entry D23A/D198A/D206A): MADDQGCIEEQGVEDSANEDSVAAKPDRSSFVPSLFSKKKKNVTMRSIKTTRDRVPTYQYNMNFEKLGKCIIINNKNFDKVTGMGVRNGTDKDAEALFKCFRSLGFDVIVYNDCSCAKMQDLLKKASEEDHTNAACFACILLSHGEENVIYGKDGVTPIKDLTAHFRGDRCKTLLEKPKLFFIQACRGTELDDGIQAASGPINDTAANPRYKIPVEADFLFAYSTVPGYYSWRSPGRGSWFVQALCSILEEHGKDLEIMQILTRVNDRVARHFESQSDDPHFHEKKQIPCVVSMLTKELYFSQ
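Assay system: Uncleavable procaspase-7 mutant enzyme; Input: 2 µM procaspase-7 mutant as dispensed; Also added: DEVD-pNA substrate; Medium: Zinc-free HEPES pH 7.4 with 300 mM NaCl, 0.01% Triton X-100; Timing: 1 h compound preincubation, 2 h substrate cleavage, 25 °C; Measured by: Epi-absorbance of released pNA at 405 nm, two timepoints.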
* marks the source's active call; other numbers are inactive results; / = not tested or not shown; [ ] = remark or other dose. This is a random part of the collection (roughly 3.5% active in at least one column).

smiles,CIT2-GFP yeast,MEP2 TOR yeast,RPL19A-GFP yeast,LAP4-GFP MLPCN,procasp3 activ,AGP1 TOR yeast,AHR activator,procasp7 counter
COc1cc(NC(=O)c2cc([N+](=O)[O-])ccc2NC(=O)CN2CCN(c3ccccn3)CC2)cc(OC)c1,96,95,100,86,0,96,17,4
CSc1ccccc1OCc1cc(C(=O)NC2CCOC(C)(C)C2)no1 (configuration not stated),105,108,98,106,0,103,0,7
CNc1csc(C)c(C)c1=O,94,97,95,94,-7,92,6,1
Nc1nc(Nc2cccc(Cl)c2)n[nH]1,86,103,93,103,9,97,3,-3
Cc1c(CN2CCC(CO)(CCOc3ccccc3)CC2)[nH]c2ccc(Cl)cc12,95,98,99,103,-4,100,7,-2
Cc1ccc(-c2nn(-c3ccccc3)cc2/C=C/C(=O)O)o1,86,92,100,136,-16,78,9,-14
Nn1c(SCC(=O)Nc2ccc(F)cc2)nnc1-c1ccccn1,/,122,83,82,4,77,48*,-5
O=C(CCOc1ccccc1)Nc1ccc(S(=O)(=O)Nc2ncccn2)cc1,98,106,108,112,0,108,-1,-1
Cn1c(C(O)c2ccc3c(c2)OCO3)nc2ccccc21 (configuration not stated),101,104,99,103,7,103,2,6
N#Cc1c(SCC(=O)Nc2ccc(Cl)cc2Cl)sc2c(O)cc(=O)[nH]c12,107,106,104,101,-4,107,7,4
COc1ccc(Nc2cc(Cl)ccc2C(=O)O)cn1,107,113,99,105,2,94,3,0
Cc1c(Br)c([N+](=O)[O-])nn1C(C)C(=O)N1CCc2ccccc2C1 (configuration not stated),93,100,93,89,-2,91,20,0
CCCCCCc1nnc(N)s1,111,102,99,102,1,110,-1,-3
COc1ccc(OC(C)C(=O)N2CCC(C)CC2)cc1 (configuration not stated),101,101,101,106,4,103,2,3
CCN(CC)C(=O)c1ccccc1NS(C)(=O)=O,88,96,92,93,3,97,3,-1
CCc1ccc(-c2ccc(C(=O)O)c(C)n2)cc1,97,106,103,95,12,93,2,4
Cc1ccc(NC(=O)COC(=O)c2ccn(C)n2)cc1,91,102,116,76,9,89,1,1
COc1cc2c(cc1OC)CN(C(=O)C1(c3ccccc3)CC1)CC2,109,101,97,78,-2,91,2,19
O=C(NCCc1ccccc1)C1CCN(S(=O)(=O)c2cccnc2)CC1,106,105,99,99,0,103,2,-2
C=CCN(CC=C)Cc1ccc(C(=O)OC)o1,85,96,99,93,2,91,1,4

(continued)
smiles,CIT2-GFP yeast,MEP2 TOR yeast,RPL19A-GFP yeast,LAP4-GFP MLPCN,procasp3 activ,AGP1 TOR yeast,AHR activator,procasp7 counter
O=C(N/N=C/c1ccc(Br)o1)c1ccc2c(c1)OCCO2,95,97,99,98,-2,102,33,8
Cc1nnc(Nc2ccc3c(c2)ncn3C)c2ccccc12,102,109,99,102,0,103,22,8
O=c1[nH]c(Nc2ccc3c(c2)OCCO3)nnc1Cc1ccc(Cl)cc1,110,100,104,99,-1,108,31,-2
CCCOc1ccc(CN(CCO)CCO)cc1[N+](=O)[O-],105,110,101,94,-4,102,23,8
Cc1nnc(CN(C)C(=O)CC2C(=O)NCCN2Cc2ccccc2C)o1 (configuration not stated),108,104,105,91,-3,105,-1,8
COc1ccccc1CN1CC(C(=O)NCc2nc3ccccc3n2C)CCC1=O (configuration not stated),103,97,104,69,/,91,/,/
O=C(c1nn2c(C(F)(F)F)cc(-c3ccccc3)nc2c1Cl)N1CCOCC1,95,110,96,104,1,100,7,-2
Cc1c(OCC(=O)N(C)C)ccc2c(-c3ccccc3)cc(=O)oc12,106,106,104,92,2,101,5,-2
COc1ccc2nc(NC(C)=O)sc2c1,97,92,95,99,-3,89,6,-3
Cc1ccc(S(=O)(=O)Nc2nncs2)cc1,98,105,100,99,8,105,-1,-7
Cc1cc(=O)oc2cc(NC(=S)NCc3cccnc3)ccc12,93,94,103,118,4,101,0,-1
Cn1c(=O)n(CCOc2ccc([N+](=O)[O-])cc2)c2ccccc21,97,101,103,116,2,111,-4,9
COc1cc2c(cc1OC)CN(S(=O)(=O)/C=C/c1ccccc1)CC2,99,113,106,104,3,98,3,6
COc1ccccc1C(=O)NC(=O)OCCn1c(C)cnc1[N+](=O)[O-],104,101,105,103,0,90,0,-2
Cc1ccc(OC(=O)CCC(=O)Nc2ccc(Br)cc2)cc1,101,103,104,93,-1,98,0,7
OCCN=Cc1c(O)[nH]c2ccccc12,110,107,98,97,3,94,18,17
O=C(Nc1ccc([N+](=O)[O-])cc1)N1CCCCC1,106,99,97,109,-4,107,2,5
Cn1c2c(c(=O)n(C)c1=O)C(C(F)(F)F)(C(F)(F)F)N=C(c1ccccc1Cl)N2,94,95,95,96,-2,95,5,-3
O=c1[nH]c(=S)[nH]c2nc(-c3ccccc3)cnc12,/,100,97,/,-11,/,4,-7
COc1ccc(CN(Cc2cccnc2)S(=O)(=O)c2ccc(-n3cnnn3)c(C)c2)cc1OC,98,107,101,100,-14,105,-2,2

Next section:
smiles,CIT2-GFP yeast,MEP2 TOR yeast,RPL19A-GFP yeast,LAP4-GFP MLPCN,procasp3 activ,AGP1 TOR yeast,AHR activator,procasp7 counter
COC(=O)c1cc(S(=O)(=O)NCC2CCN(CCc3ccc(OC)cc3)CC2)cn1C,102,98,100,88,6,103,-1,-4
O=C1CCCC/C1=C\Nc1ccc(Cl)cn1,95,97,98,108,6,99,-3,-2
COCCOc1ccc(C(F)(F)F)cc1NC(=O)c1ccccc1,95,110,101,110,-8,97,5,6
COc1ccc(S(=O)(=O)Nc2ccc3c(c2)n(C)c(=O)n3C)cc1,87,97,101,96,0,95,4,-10
Cc1ccccc1NC1(C#N)C(=O)Nc2ccccc21 (configuration not stated),83,99,96,92,-2,100,8,6
O=C(c1ccc([N+](=O)[O-])cc1)N1CCSC1c1ccc(Br)cc1 (configuration not stated),106,98,95,119,-4,109,1,12
CN(C(=O)COC(=O)c1cc2c(s1)CCCCC2)c1ccccc1,89,89,91,92,-13,86,-3,6
COCCCn1c(SCC(=O)N2CCOCC2)nc2cc(Cl)ccc2c1=O,95,96,94,94,7,89,0,15
O=c1c2ccccc2oc2cc(OCc3cccc(F)c3)cc(O)c12,104,104,101,95,/,93,/,/
CN(CC(=O)Nc1ccc2c(c1)OCCO2)CC(=O)Nc1ccc(F)c(F)c1F,98,108,96,101,-5,98,2,1
Cc1cc([N+](=O)[O-])ccc1NC(=O)CN1C2CCC1CC(NC(=O)NC13CC4CC(CC(C4)C1)C3)C2 (configuration not stated),110,96,100,100,4,104,2,14
NC(=O)CSc1nnc(C2CC2)n1-c1ccccc1,97,102,98,88,3,92,-2,-4
Cc1ccc(C(=O)NCC(=O)OCC(=O)N2CCCc3ccccc32)cc1,103,106,103,96,2,100,0,-1
CCOc1ccc(C(=O)NCC(=O)NCC(c2cccs2)N2CCOCC2)cc1 (configuration not stated),95,103,98,109,15,106,-1,-2
CC(C)(C)OC(=O)NCCCCC1=CC2=CC(=O)C(C)(OC(=O)c3ccco3)C(=O)C2=CO1 (configuration not stated),95,98,97,98,-7,96,-1,6
Cc1sc2nc3c(C(=O)N4CCCC4)cc(C(=O)c4ccccc4O)cn3c(=O)c2c1C,106,99,104,101,7,92,-3,-8
CCN1CCN(Cc2c(O)ccc3c(C)cc(=O)oc23)CC1,97,105,105,87,13,95,-1,23
O=C(COC(=O)C1CC1)Nc1ccc2[nH]c(=O)[nH]c2c1,100,101,103,104,1,106,1,-3
O=C(CSc1ccc([N+](=O)[O-])cn1)Nc1ccccc1N1CCOCC1,100[may fluoresce green],101[may fluoresce green],100[may fluoresce green],105[may fluoresce green],-8,109[may fluoresce green],-1,-8
COc1ccc(-c2c(NC(=O)C(C)C)n(C)c3ccccc3c2=O)cc1,96,96,95,96,4,96,0,3

A section from further up, for reference:
smiles,CIT2-GFP yeast,MEP2 TOR yeast,RPL19A-GFP yeast,LAP4-GFP MLPCN,procasp3 activ,AGP1 TOR yeast,AHR activator,procasp7 counter
O=c1c2ccccc2oc2cc(OCc3cccc(F)c3)cc(O)c12,104,104,101,95,/,93,/,/
CN(CC(=O)Nc1ccc2c(c1)OCCO2)CC(=O)Nc1ccc(F)c(F)c1F,98,108,96,101,-5,98,2,1
Cc1cc([N+](=O)[O-])ccc1NC(=O)CN1C2CCC1CC(NC(=O)NC13CC4CC(CC(C4)C1)C3)C2 (configuration not stated),110,96,100,100,4,104,2,14
NC(=O)CSc1nnc(C2CC2)n1-c1ccccc1,97,102,98,88,3,92,-2,-4
Cc1ccc(C(=O)NCC(=O)OCC(=O)N2CCCc3ccccc32)cc1,103,106,103,96,2,100,0,-1
CCOc1ccc(C(=O)NCC(=O)NCC(c2cccs2)N2CCOCC2)cc1 (configuration not stated),95,103,98,109,15,106,-1,-2
CC(C)(C)OC(=O)NCCCCC1=CC2=CC(=O)C(C)(OC(=O)c3ccco3)C(=O)C2=CO1 (configuration not stated),95,98,97,98,-7,96,-1,6

Following part.
smiles,CIT2-GFP yeast,MEP2 TOR yeast,RPL19A-GFP yeast,LAP4-GFP MLPCN,procasp3 activ,AGP1 TOR yeast,AHR activator,procasp7 counter
Cc1cccc(N(C(=O)CS(=O)CC(=O)Nc2ccc3c(c2)OCO3)C(C)C(=O)NC2CCCC2)c1C (configuration not stated),115,108,115,109,4,116,2,1
Cn1cccc1CNC(=S)Nc1ccccc1Cl,93,105,103,109,-5,112,2,-2
N#CCc1ccc(NC(=O)c2ccc(S(=O)(=O)N3CCCC3)cc2)cc1,105,105,100,96,-7,103,9,0
CCN(CC)CCCn1c(=S)[nH]c2ncccc2c1=O,104,98,100,98,-4,101,-2,-1
COc1cc(C(C(=O)NC(C)(C)C)N(C(=O)CNC(=O)c2cccs2)c2cccnc2)cc(OC)c1OC (configuration not stated),98,95,96,90,5,94,0,4
COc1ccc(N2C(=O)CCC(C(=O)NCCCN3CCC(C)CC3)C2c2ccc(OC)c(OC)c2)cc1 (configuration not stated),106,99,100,101,1,102,0,5
O=C(O)/C(=C/c1ccco1)c1ccccc1,88,95,92,101,2,97,3,-9

Looked up above:
Result for Cn1cccc1CNC(=S)Nc1ccccc1Cl under AGP1 TOR yeast: 112
Result for COc1cc(C(C(=O)NC(C)(C)C)N(C(=O)CNC(=O)c2cccs2)c2cccnc2)cc(OC)c1OC (configuration not stated) under MEP2 TOR yeast: 95

Assay outcomes deposited in PubChem BioAssay by several laboratories.
